Screens from PubChem BioAssay.
hcGAS lum: blocks human cGAS activity | Q8N884 | recombinant h-cGAS, ATP depletion, Kinase-Glo luminescence | inhibition, % at 12.5 µM | 0.081% of 290,000 active;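 further: 0% = vehicle reaction and 100% = reaction without DNA for no activity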
Target sequence (Q8N884 whole entry, looked up): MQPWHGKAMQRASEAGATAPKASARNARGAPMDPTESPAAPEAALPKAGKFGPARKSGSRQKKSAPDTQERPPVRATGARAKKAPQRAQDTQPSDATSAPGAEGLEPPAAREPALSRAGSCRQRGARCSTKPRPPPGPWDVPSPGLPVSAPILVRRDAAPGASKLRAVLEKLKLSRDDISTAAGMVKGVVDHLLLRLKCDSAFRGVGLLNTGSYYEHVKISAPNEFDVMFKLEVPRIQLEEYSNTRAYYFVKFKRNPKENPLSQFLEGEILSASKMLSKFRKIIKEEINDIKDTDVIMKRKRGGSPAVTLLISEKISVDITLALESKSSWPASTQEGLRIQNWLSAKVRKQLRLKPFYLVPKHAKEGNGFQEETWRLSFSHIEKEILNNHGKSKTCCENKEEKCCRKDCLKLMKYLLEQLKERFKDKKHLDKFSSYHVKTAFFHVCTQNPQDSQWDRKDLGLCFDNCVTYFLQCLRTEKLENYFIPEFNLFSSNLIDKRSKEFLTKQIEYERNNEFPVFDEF
mcGAS lum: inhibitors of mouse cGAS; Q8C6L5; recombinant cGAS, Kinase-Glo ATP depletion luminescence; AID 1259399; inhibition, % at 12.5 µM; 0.15% of 160,000 active;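 further: 0% = negative control wells and 100% = reference inhibitor with no enzyme activity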
NPYLR7 ag: activates Aedes aegypti NPYLR7 receptor; AID 1259423; activation, % at 10 µM; HEK293T NPYLR7/Galpha15, GCaMP6s calcium fluorescence; 0.15% of 270,000 active; in the data active means activation above about 40%;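 further: 0% = vehicle and 100% = reference agonist at the receptor; some compounds past the cut are filed as inactive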
* = called active by the depositor; nt = not tested or not shown; & = joins results of further samples. Unless noted, no stated cut-off is given here; in the data, active means inhibition above about 40%; inactive means the rest.

SMILES | hcGAS lum | mcGAS lum | NPYLR7 ag
COCc1cc(C)nc2c1C1N=C(CC(C)C)NC(=O)C1S2 (configuration not stated) | -5.5 | nt | 1.9
CC(=O)c1ccc(N2CCC3(CC2)CC(C(=O)O)N(C)C3)nc1 (configuration not stated) | -1.9 | nt | 4.8
CCn1ccnc1CN1CCCC(C(=O)c2cc(C)c(OC)c(C)c2)C1 (configuration not stated) | -2.8 | -5.3 | 1.9
C#CC(C)(C)NC(=O)c1nn(Cc2ccc(OCc3ccccc3)cc2)c2ccccc12 | -6.5 | -5.1 | 20.9
N=c1sccn1Cc1cccc2ccccc12 | -5.4 | nt | 6.7
O=C(CCl)c1ccc(F)cc1 | -7.1 | nt | 7.6
Cc1sc2c(c1C)C(c1ccc(Cl)cc1)=N[C@@H](CC(=O)Nc1ccc(O)cc1)c1nnc(C)n1-2 | -1.1 | -2.7 | -1.4
CCOC(=O)CN1CC1C(=O)OCC (configuration not stated) | -2.7 | nt | -5.5
O=c1[nH]ncc(N2CCOCC2)c1Cl | -6.3 | -5.7 | 3.7
c1cncc(C2CCCN2)c1 (configuration not stated) | -0.8 | nt | -6.1
CCn1cc(C(=O)OCC(=O)Nc2cc(C)on2)c2ccccc21 | -1.4 | nt | -3.0
COc1ccc(C2SCC(=O)N(CC(=O)NCc3cccnc3)c3c2c(C(C)(C)C)nn3C)cc1OC (configuration not stated) | -6.9 | -10.1 | 10.8
COC(=O)C(CCSC)NC(=O)c1cn(Cc2ccc(F)cc2)nn1 (configuration not stated) | 6.9 | -0.2 | -13.4
CCC(C)c1ccc(-n2c(-c3ccccc3I)nc3ccccc3c2=O)cc1 (configuration not stated) | -1.4 | -4.8 | 5.5
O=C(O)c1cc(I)cc(I)c1I | -4.7 | 1.2 | -3.3
CC(C)(C)c1nn(-c2ccccc2Cl)c2c1C(c1ccc(F)cc1)SCC(=O)N2CC(=O)NC1CC1 (configuration not stated) | 0.0 | -2.7 | 3.7
COc1cccc(COC(CN2CCN(C(=O)Cc3cccs3)CC2)c2ccc(Cl)cc2)c1 (configuration not stated) | -1.6 | -3.3 | -3.0
CCC(C)C(C)(COC(N)=O)COC(N)=O (configuration not stated) | -3.4 | nt | -11.0
CCCC12CN3CC(CCC)(CN(C1)C3c1cccnc1)C2O (configuration not stated) | -5.1 | -3.5 | nt
CN1C2CC3C[C@H]1C(O3)C2O (some centres not stated) | 0.0 | nt | -10.1
N#CC(C#N)=Cc1ccc(O)c(O)c1 | 8.9 | 3.8 | 71.9
CSc1ccc(C(=O)C2CCCN(Cc3nc4ccccc4s3)C2)cc1 (configuration not stated) | 3.0 | -10.7 | 2.9
CC1CC[C@]2(NC1)O[C@H]1CC3C4CC[C@H]5C[C@@H](O)CC[C@]5(C)C4CC[C@]3(C)[C@H]1[C@@H]2C (some centres not stated) | -7.0 | -4.0 | nt
CN1CCN(C(=O)Cc2ccc(F)c(Br)c2)C(CNC(=O)OC(C)(C)C)C1 (configuration not stated) | -7.9 | nt | 0.2
N#Cc1ccc(NC(=O)N2CCSCC2)cc1C(F)(F)F | -8.3 | nt | -12.5
SMILES | hcGAS lum | mcGAS lum | NPYLR7 ag
CCS(=O)CCSP(=O)(OC)OC (configuration not stated) | 0.8 | nt | -4.9
O=c1c(O)c(-c2ccc(O)c(O)c2)oc2c(O)c(O)cc(O)c12 | 46.8* | nt | -3.0
CCN(CC)CCO[C@H]1CC[C@@]2(C)C(=CC[C@@H]3[C@@H]2CC[C@]2(C)C(=O)CC[C@@H]32)C1 | -3.4 | nt | -14.0
CCCN(CCC)C1CCc2ccc(O)cc2C1 (configuration not stated) | -3.7 | -4.1 | -0.6
Clc1ccc2nc(N3CCNCC3)sc2c1 | -10.2 | nt | 0.0
Cc1nc(CCNC(=O)[C@@]23CNC[C@@H]2CN(C)C3)cc(=O)[nH]1 | -0.4 | -17.8 | 2.0
CCC(NCc1ccco1)c1nc2ccccc2c(=O)n1-c1ccc(OC)cc1 (configuration not stated) | -1.7 | nt | 1.9
CCc1cc(CN2C[C@@H]3CC[C@H](C2)N(CC=C(C)C)C3)on1 | 0.0 | -1.2 | nt
Cc1n[nH]c(C)c1CNc1ccc(C#N)c(C(F)(F)F)c1 | -2.6&-6.4 | -16.2 | -2.3&-2.9
CCn1cc(C(=O)NC2CCC(C)CC2)c2ccccc21 (configuration not stated) | -6.1 | nt | 1.6
O=C1CC(=O)N(c2ccc(F)cc2)C(=O)N1 | 3.1 | nt | -5.2
Cc1cc(F)ccc1CC(=O)N1CCN(C)C(C(=O)O)C1 (configuration not stated) | -6.8 | nt | 10.4
Cc1ccc(N2Cc3ccccc3C2=N)cc1 | -7.1 | -7.6 | -2.3
Cc1noc(C)c1CNC(C)Cn1cncn1 (configuration not stated) | -5.9 | nt | 6.2
O/N=C1\CCC2CN(C3CCCCC3)CC2C1 (configuration not stated) | -8.3 | nt | 1.3
COc1cccc([C@@H]2CN(C(=O)C3CCOCC3)[C@@H]3C4CCN(CC4)[C@@H]32)c1 | -7.4 | -12.3 | nt
Cc1cc(N2C(=O)C3CCCN3C2c2ccccc2F)no1 (configuration not stated) | -4.9 | -5.1 | 10.7
CN(C)C1=C(C#N)C(c2ccccc2)=NP(N(C)C)(N(C)C)=N1 | -6.5 | nt | -5.2
CCOc1ccccc1-n1c(C(C)NCc2ccco2)nc2ccccc2c1=O (configuration not stated) | -3.3 | nt | 2.5
CC[C@@H](CO)NC(=O)[C@@H]1C=C2c3cccc4c3c(cn4C)C[C@H]2N(C)C1 | -1.3 | -3.6 | 16.4
CC1=CC[C@@H]2CN(Cc3cc(=O)[nH]c(=O)[nH]3)C[C@@H]2C1 | -2.1 | -18.2 | 25.7
Cc1ccnc(-n2cccc2CN2[C@@H]3CC[C@H]2CN(C)C(=O)C3)c1 | -5.9 | nt | 5.9
CCCC(C)C1(CC)C(=O)NC(=O)NC1=O (configuration not stated) | 1.5 | nt | -7.4
C[C@]12CC[C@@H](O)C[C@@H]1CC[C@@H]1[C@@H]2CC[C@]2(C)C(=O)CC[C@@H]12 | -2.6 | nt | -5.9
C=C1C/C(=C/C)C(=O)O[C@@H]2CCN3CC=C(COC(=O)[C@]1(C)O)[C@H]23 | -6.6 | nt | 6.7
SMILES | hcGAS lum | mcGAS lum | NPYLR7 ag
CCCc1nc(C)cc(N2C[C@H]3CC[C@@H](C2)N3)n1 | -5.6 | -18.5 | -4.7
COc1cc2c(cc1OC)CNCC2 | -5.8 | nt | 4.0
O=C(c1ccccc1)[C@@H]1[C@@H](C(=O)c2ccccc2)N1Cc1ccccc1 (some centres not stated) | -5.1 | nt | -5.5
Clc1ccccc1C1CC(c2cccnc2)=Nc2nnnn21 (configuration not stated) | -6.3 | nt | 2.9
CN1CCC(CN(C)C(=O)NCc2ccc(Cl)nc2)CC1 | -0.7 | -12.6 | -2.3
Cc1cc(=O)[nH]c(N2CCN(C)CC2)n1 | -5.8 | -5.3 | -3.9
Cc1cnn(CC(C)NC2CCOC2=O)c1 (configuration not stated) | -6.8 | -15.3 | 11.3
CCN(C)CCc1c[nH]c2ccc(NC(=O)c3cccc4c3-c3ccccc3C4=O)cc12 | -2.1 | -8.5 | 1.5
CCOC(=O)[C@H]1CN(C(=O)CC2CCCC2)[C@]2(C)C(=O)N(CC(=O)N(C)C)c3ccccc3[C@H]12 | 1.1 | -5.0 | 1.7
CCC1(c2ccccc2)C(=O)NC(=O)N(C)C1=O (configuration not stated) | -3.6 | nt | -17.5
OCCC1(NCCc2ccccc2)CCCCC1 | -11.5 | nt | -0.3
C=CCc1ccc2c(c1)OCO2 | -4.6 | -4.1 | nt
N=C1Oc2c(c(=O)oc3ccccc23)C2(C(=O)Nc3ccc(Br)cc32)C1C(=O)OCc1ccccc1 (configuration not stated) | 1.5 | -2.1 | -5.4
CC(=O)Nc1ccc(-c2ccc(=O)n3c2[C@@H]2C[C@@H](CN(C(=O)c4cnccn4)C2)C3)cc1 | -2.5 | -7.3 | 1.5
O=C(Cc1cccs1)N1CCN(C2c3ccccc3CCc3ccccc32)CC1 | -5.8 | -7.5 | -3.0
CCNC(=O)C(C)NC1CCC2(CCNCC2)CC1 (configuration not stated) | -4.7 | -9.0 | 0.5
Cc1ccc(C[N+](C)(C)C)o1 | -7.6 | -5.9 | 43.7
O=C(COc1ccc(F)cc1)N1CCN(Cc2ccc(-c3noc(C4CCCC4)n3)cc2)CC1 | 0.8 | 1.8 | 2.7
C/C=C1/CN2CC[C@]34C(=C(C=O)[C@@H]1C[C@H]23)Nc1c(O)cccc14 | 1.9 | -3.9 | 1.6
COC(=O)[C@@H](N)CCCN=C(N)N[N+](=O)[O-] | -7.7 | -3.5 | 5.3
CCOC(=O)[C@H]1CN(C(=O)CCc2ccccc2)[C@]2(C)C(=O)N(CCOC(C)=O)c3ccccc3[C@H]12 | 0.2 | -7.0 | 12.5
O=c1oc2ccccc2c(O)c1C(c1ccccc1O)c1c(O)c2ccccc2oc1=O | -1.6 | -3.1 | 1.3
N#CC1C(=N)Oc2c(c(=O)oc3ccccc23)C1c1cccnc1 (configuration not stated) | -6.6 | 2.4 | -6.4
COc1ccc(F)cc1C(=O)C1CCCN(Cc2cnc(SC)nc2)C1 (configuration not stated) | -10.6 | nt | 0.9
CCc1nnsc1C(=O)N1C[C@@H](c2ccccc2)[C@@H]2[C@H]1C1CCN2CC1 | -6.0 | nt | 9.1
SMILES | hcGAS lum | mcGAS lum | NPYLR7 ag
O=C1Nc2ccccc2C2(CCN(CCc3ccc(C(F)(F)F)cc3)CC2)O1 | -6.1 | nt | 6.1
CN1CCN(c2cc(N)nc(N)n2)CC1 | 10.3 | nt | 2.6
C[C@@H]1CC[C@@]2(OC1)OC1C(O)C3C4CC[C@H]5C[C@H](O[C@@H]6O[C@H](CO)[C@H](O[C@@H]7O[C@H](CO)[C@@H](O)[C@H](O[C@@H]8OC[C@@H](O)[C@H](O)[C@H]8O)[C@H]7O[C@@H]7O[C@H](CO)[C@H](O)[C@H](O[C@@H]8O[C@H](CO)[C@@H](O)[C@H](O)[C@H]8O)[C@H]7O)[C@H](O)[C@H]6O)[C@H](O)C[C@]5(C)C4CC[C@]3(C)C1[C@@H]2C (some centres not stated) | -4.2 | -3.1 | nt
CN1CCN(c2ccc(C(F)(F)F)cn2)CC1 | 1.3 | nt | -1.3
COc1ccc(NC(=O)c2nn(Cc3ccc(-c4ccccc4)cc3)c3ccccc23)cc1 | -7.0 | -4.9 | 14.0
Cc1ccc(Cn2cccc(C(=O)Nc3ccc(F)c([N+](=O)[O-])c3)c2=O)cc1 | 3.2 | nt | 4.7
CC(C)(N)Cc1ccc(Cl)cc1 | -6.2 | nt | -10.8
O=C(CCCCCCl)N1CCN(CCOC(c2ccccc2)c2ccccc2)CC1 | -1.7 | -7.1 | 21.2
C1CCC(N2CCN(C3CC4CCC3C4)CC2)C1 (configuration not stated) | -8.4 | nt | 7.5
Cc1cc(C)n2nc(CC(=O)N3C[C@@H]4CC[C@H](C3)N(CC3CC3)C4)nc2n1 | -10.5 | -6.0 | nt
CN1CC[C@@]23CCCC[C@@H]2[C@@H]1Cc1ccc(O)cc13 | -4.6 | nt | -10.8
CCN(CC)c1onc(-c2ccccc2)c1CN(CCN(C)C)C(=O)Cc1ccccc1 | 3.1 | -0.9 | -1.0
COc1ccc(CNCCc2c(C)[nH]c3ccc(C)cc23)cc1OC | -10.1 | nt | -3.3
CN(CCCC1CCCO1)C1CCNCC1 (configuration not stated) | -9.0 | nt | 13.6
NC(CP(=O)(O)O)C(=O)O (configuration not stated) | -0.7 | -2.6 | 7.4
Cc1nc(N)sc1CCN | -2.9 | nt | -12.2
C[N+]1(C)C2CCC1CC(OC(=O)c1c[nH]c3ccccc13)C2 (configuration not stated) | 5.5 | -0.4 | 3.3
COP(=S)(OC)Oc1ccc(Sc2ccc(OP(=S)(OC)OC)cc2)cc1 | 6.7 | nt | -0.7
CCCc1ccc(S(=O)(=O)N2CCN(CCOC(c3ccccc3)c3cccc(C(F)(F)F)c3)CC2)cc1 (configuration not stated) | 0.2 | -4.5 | 5.0
C=C1C2CC[C@@]3(C)[C@H](c4ccoc4)OC(=O)C[C@]13O[C@H]1CC(=O)C(C)(C)[C@H](C(OC(C)=O)C(=O)OC)[C@@]21C (some centres not stated) | -3.3 | -1.8 | nt
C#CCN(C)S(=O)(=O)c1ccc(Cn2nc(C(=O)NC(C)(C)C#C)c3ccccc32)cc1 | -5.2 | -5.5 | 20.2
CC1(C)C(=O)C=C[C@@]2(C)C1=C(O)C(=O)[C@]1(C)C2CC[C@@]2(C)[C@H](c3ccoc3)C[C@H]3O[C@]321 (some centres not stated) | -5.3 | -2.7 | nt
Cc1cc(N2CCCC2c2cccnc2)nc(C)n1 (configuration not stated) | 13.1 | nt | -5.2
CC1CCOC(CBr)(c2cc(OC(=O)N(C)C)cc(OC(=O)N(C)C)c2)O1 (configuration not stated) | -4.3 | nt | -1.2
CCC1=NP(N2CCN(C)CC2)(N2CCN(C)CC2)=NC(N2CCN(C)CC2)=C1C | 2.0 | -4.3 | 0.5

Reformatted with values under each structure: part of the list above.
Each structure is followed by: hcGAS lum	mcGAS lum	NPYLR7 ag
CC[C@@H](CO)NC(=O)[C@@H]1C=C2c3cccc4c3c(cn4C)C[C@H]2N(C)C1
  -1.3	-3.6	16.4
CCS(=O)CCSP(=O)(OC)OC (configuration not stated)
  0.8	nt	-4.9
CN(C)C1=C(C#N)C(c2ccccc2)=NP(N(C)C)(N(C)C)=N1
  -6.5	nt	-5.2
CCc1nnsc1C(=O)N1C[C@@H](c2ccccc2)[C@@H]2[C@H]1C1CCN2CC1
  -6.0	nt	9.1
NC(CP(=O)(O)O)C(=O)O (configuration not stated)
  -0.7	-2.6	7.4
Cc1noc(C)c1CNC(C)Cn1cncn1 (configuration not stated)
  -5.9	nt	6.2

Only part of the results is shown. The share of hits here may be higher or lower than overall.
